Compound activity from PubChem BioAssay.
miR-122 sensor: miR-122 Renilla sensor signal increase in Huh7, primary screen, miR-122 inhibitor project, cell-based, single point, plate reader | 340,000 compounds, 0.3% hits | Huh7 miR-122 Renilla luciferase sensor, 48 h; neutral wells = 0, positive control = 100 | activation (reporter increase), % at 12.5 µM;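 active means mean replicate activation score at least 90 and every replicate individually at or above 90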;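 further: higher luciferase means less miR-122 activity so hits act as miR-122 inhibitors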
ERp5 block: inhibitors of ERp5-driven insulin aggregation, primary screen, biochemical, turbidity, absorbance 650 nm, single point | Protein disulfide-isomerase A6 (Homo sapiens), Q15084 | 350,000 compounds, 0.05% hits | 90 min | AID 651711, 2012 | inhibition, % at 9.99 µM;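 active means mean replicate inhibition above about 25%, with every replicate also reaching it, limit read from the data, passing the limit was not always enough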
Target sequence (Q15084 whole entry, looked up): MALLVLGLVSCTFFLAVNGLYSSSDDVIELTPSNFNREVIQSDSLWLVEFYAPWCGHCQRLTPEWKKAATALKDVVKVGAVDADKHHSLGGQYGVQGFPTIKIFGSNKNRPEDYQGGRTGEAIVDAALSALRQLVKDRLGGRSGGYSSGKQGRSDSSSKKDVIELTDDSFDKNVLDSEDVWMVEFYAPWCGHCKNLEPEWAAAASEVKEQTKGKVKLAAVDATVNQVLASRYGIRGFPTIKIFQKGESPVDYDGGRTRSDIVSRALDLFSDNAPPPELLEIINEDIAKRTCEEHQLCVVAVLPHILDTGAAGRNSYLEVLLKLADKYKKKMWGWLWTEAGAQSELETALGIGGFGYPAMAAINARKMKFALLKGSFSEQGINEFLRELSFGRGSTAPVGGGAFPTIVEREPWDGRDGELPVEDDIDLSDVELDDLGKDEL
Cneo AK release: Cryptococcus neoformans cell lysis inducers, primary screen, AK release luminescence, single concentration. lysis activity, % at 15 µM. C. neoformans lysis, adenylate kinase release luminescence, 4 h; normalised: neutral wells 0, clomiphene wells 100. AID 651654, 2012. 360,000 compounds, 0.2% hits;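 active means mean lysis activity across replicates of at least 80%, whatever share of replicates individually reach that level; inactive means mean lysis activity below 80%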
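Material: C. neoformans cells | Amount: Yeast cell density of 5 × 10^6 cells/mL | Medium: Fresh YPD growth medium | Dosing: Single dose | Times: Static 4 h at 37 °C with compound, 1 h detection | Detection: AK luminescence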
Statin myotox sup: suppressors of statin myotoxicity in C2C12 myotubes, primary screen, cell-based, single point, plate reader. C2C12 myotubes + simvastatin, ATP luminescence, 48 h; scaled: DMSO 0, geranylgeraniol control 100. rescue of ATP level, % at 7.49 µM. 330,000 compounds, 0.78% hits;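 active means mean ATP rescue above about 67%, or every replicate alone reaching that limit, limit read from the data, passing the limit was not always enough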;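 further: myotubes were challenged with 10 µM simvastatin during compound exposure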
ARNT TACC3 PPI: disruptors of ARNT/TACC3 protein interaction, primary screen, biochemical, AlphaScreen, single concentration. AlphaScreen His-ARNT PAS-B/GST-TACC3 binding, luminescence; TACC3 fragment carries E629A point mutation. 390,000 compounds, 0.66% hits. AID 623870, 2012. Transforming acidic coiled-coil-containing protein 3 (Homo sapiens), Q9Y6A5. inhibition, % at 9.99 µM;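 active means mean inhibition of replicates at least 50% and at least half of replicates each reaching 50%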;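 further: 0% = complete ARNT plus TACC3 wells and 100% = ARNT alone without TACC3; many hits fall short of the cut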
esBAF inh: Bmi1 luciferase reporter increase in mESCs, primary screen, esBAF inhibitor project, mouse ES cells, Bmi1 luciferase knock-in, single point | 24 h; 100% = twice the neutral-well signal | reporter increase, % at 12.5 µM | 350,000 compounds, 2% hits; in the data active means activation above about 40%;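 further: 0% = median of the plate's neutral control wells and 100% = double that signal; a rise in the Bmi1 reporter signal indicates esBAF inhibition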
SIRT5 inh: SIRT5 desuccinylase inhibitors, primary screen, biochemical, fluorescence imaging, single point, set 5; Purified SirT5, succinyl-peptide AMC, trypsin-coupled fluorescence; inhibition, % at 15 µM; 330,000 compounds, 1.1% hits; AID 652115, 2013; in the data active means inhibition above about 15%
Target sequence (Q9NXA8 whole entry, looked up): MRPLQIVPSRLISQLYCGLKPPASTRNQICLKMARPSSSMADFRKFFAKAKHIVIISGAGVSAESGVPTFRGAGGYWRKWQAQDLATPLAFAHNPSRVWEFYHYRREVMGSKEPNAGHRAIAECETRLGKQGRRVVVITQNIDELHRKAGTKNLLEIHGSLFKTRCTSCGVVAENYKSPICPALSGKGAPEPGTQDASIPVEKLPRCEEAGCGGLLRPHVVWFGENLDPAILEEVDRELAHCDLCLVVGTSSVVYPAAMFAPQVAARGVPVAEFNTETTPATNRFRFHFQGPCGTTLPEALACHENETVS
* marks the source's active call; other numbers are inactive results; . = not tested or not shown; [ ] = remark or other dose.

SMILES	miR-122 sensor	ERp5 block	Cneo AK release	Statin myotox sup	ARNT TACC3 PPI	esBAF inh	SIRT5 inh
CCOC(=O)c1sc(=NC(=O)c2cccs2)n(C)c1C	6	1	2	2	22	25	-2
CCC(=O)Nc1ccc2c(c1)C(=O)N(C)[C@@H]1CC[C@@H](CC(=O)O)O[C@@H]1CO2	8[16.7 µM]	8	-4	9	6	0	-1
C[C@H](CO)N1C[C@H](C)[C@H](CN(C)S(=O)(=O)c2ccc(Cl)cc2)Oc2ccc(NC(=O)Nc3ccc4c(c3)OCO4)cc2CC1=O	-17[16.7 µM]	1	4	-122	1	1	1
O=C(CN1CCN(S(=O)(=O)c2ccc(Br)s2)CC1)N1CCc2ccccc21	2	1	-1	1	.	3	.
O=C(Nc1c(Cl)cccc1Cl)C1CCC1	.	.	0	3	-3	-6	.
C[C@@H]1CN([C@H](C)CO)S(=O)(=O)c2ccc(C#C[C@@H](C)O)cc2O[C@@H]1CN(C)C(=O)CC1CC1	-8[16.7 µM]	-1	13	-10	-4	-3	3
C1=Nc2c(Nc3ccccc3)ncnc2Oc2ccccc21	9	.	-2	.	25	12	.
O=C(/C=C/c1ccccc1)NCCOc1ccccc1	-2	-2	2	4	1	30	5
CC1CCCN(c2ccc(C(=O)NCCc3ccccc3)cn2)C1 (stereo unspecified)	13	-1	2	-111	-22	13	-6
Cc1ccc(NS(=O)(=O)c2cccc(C(=O)NCCCN3CCOCC3)c2)cc1	.	3	3	14	2	.	4
COc1ccc(OC)c(C=Cc2ccc([N+](=O)[O-])cc2)c1	-4	-7	-1	0	.	0	-3
O=S(=O)(NC[C@@H]1[C@@H](c2ccccc2)[C@H](CO)N1CC1CC1)c1ccccc1	43[16.7 µM]	0	107*	7	-10	-3	-3
CCN1CCN(C(CNS(=O)(=O)c2ccc(OC)c(C)c2)c2cccnc2)CC1 (stereo unspecified)	.	0	1	.	-3	.	0
O=C(OCCOc1ccccc1)c1cccc(S(=O)(=O)N2CCOCC2)c1	-1	11	-1	1	-5	-2	2
CC(=O)Nc1cc(-c2cccc(C(=O)NCCO)c2)cn2c(-c3ccc(F)cc3)cnc12	-1	0	-2	0	.	8	.
O=C(CN(C(=O)CCC(=O)Nc1ccccn1)c1ccccc1F)NCc1ccc2c(c1)OCO2	.	-2	-2	27	-5	6	-5
COC(=O)C1C(O)=C(C=Nc2ccc(N)cc2)C(=O)CC1(C)C (stereo unspecified)	3	.	5	-3	-4	0	.
C[C@H]1CN([C@@H](C)CO)C(=O)c2cc(-c3ccccc3F)cnc2O[C@H]1CN(C)C(=O)C1CCC1	-3[16.7 µM]	-3	1	19	1	-1	-4
O=C(Nc1ccc2snnc2c1)Nc1cccc2ccccc12	61	.	-3	-20	3	-4	.
COC(=O)c1ccc(N2C(=O)CC(N3CCN(C(=O)c4ccco4)CC3)C2=O)cc1 (stereo unspecified)	0	.	-1	-3	-2	-1	.
O=C(OCC(=O)N1CCOCC1)c1ccc(N2CCOCC2)c([N+](=O)[O-])c1	.	-5	.	.	-6	.	2
COc1cccc(/C=C/C(=O)OCC(=O)NCCNC(=O)COC(=O)/C=C/c2cccc(OC)c2)c1	-5	-1	0	45	-6	-3	-2
Cc1ccc(S(=O)(=O)N(C)C)cc1NC(=O)COC(=O)Cc1ccc(Br)cc1	.	1	.	.	-4	.	-2
Cn1c(=O)[nH]c2c(nc(-c3ccc(Cl)cc3)n2C)c1=O	0	1	-1	22	-9	-2	-14
N#C/C(=C(/O)C(Cl)c1ccccc1)c1nc2ccccc2s1 (stereo unspecified)	-3	.	-1	-1	-11	34	.

Full records from above. Screens in order: miR-122 sensor, ERp5 block, Cneo AK release, Statin myotox sup, ARNT TACC3 PPI, esBAF inh, SIRT5 inh
Record of `CCC(=O)Nc1ccc2c(c1)C(=O)N(C)[C@@H]1CC[C@@H](CC(=O)O)O[C@@H]1CO2` = 8[16.7 µM], 8, -4, 9, 6, 0, -1
Record of `O=C(OCCOc1ccccc1)c1cccc(S(=O)(=O)N2CCOCC2)c1` = -1, 11, -1, 1, -5, -2, 2
Record of `O=C(Nc1c(Cl)cccc1Cl)C1CCC1` = ., ., 0, 3, -3, -6, .
Record of `O=C(/C=C/c1ccccc1)NCCOc1ccccc1` = -2, -2, 2, 4, 1, 30, 5

Later entries.
SMILES	miR-122 sensor	ERp5 block	Cneo AK release	Statin myotox sup	ARNT TACC3 PPI	esBAF inh	SIRT5 inh
C[C@H]1CN([C@@H](C)CO)C(=O)c2cc(NC(=O)Nc3ccc(C(F)(F)F)cc3)ccc2O[C@@H]1CN(C)C	-4[16.7 µM]	1	-1	-4	-4	2	1
COc1ccc(-c2cc(C(=O)NCc3ccc(C(F)(F)F)cc3)[nH]n2)c(C)c1	-3	-1	-2	18	.	0	-1
CCN1C(=O)C(CC(=O)Nc2ccc(C)cc2C)Nc2cc(S(=O)(=O)N(C)C)ccc21 (stereo unspecified)	.	0	.	.	1	.	3
CO[C@H]1CN(C)C(=O)c2cc(NC(=O)C3CCOCC3)ccc2OC[C@H](C)N(C(=O)c2ccccc2)C[C@H]1C	-15[16.7 µM]	.	.	-3	.	0	.
CC(C)(C)n1nnnc1C(c1cccs1)N(Cc1cccnc1)CC1CCCO1 (stereo unspecified)	.	.	3	-6	0	0	.
COc1ccc(CN(C)C[C@@H]2OCCCC[C@H](C)Oc3ccc(NC(=O)CCC(F)(F)F)cc3C(=O)N([C@@H](C)CO)C[C@H]2C)cc1	5[16.7 µM]	2	6	.	-13	-2	3
O=C(/C=C/c1c(F)cccc1Cl)NCc1ccc2c(c1)OCO2	3	3	0	9	-8	13	-1
S=c1[nH]nc(Cc2noc3ccccc23)n1-c1ccc(Cl)cc1	.	5	.	.	2	.	-4
OC(CNCCc1ccc(Cl)cc1)COc1ccc2ccccc2c1 (stereo unspecified)	-6	0	1	6	20	-10	-3
CC1CCCC/C1=N\NS(=O)(=O)c1ccc(Br)cc1 (stereo unspecified)	11	.	2	.	-4	.	.
COc1ccccc1C#Cc1cnc2c(c1)C(=O)N([C@H](C)CO)C[C@@H](C)[C@H](CN(C)C(=O)CC1CC1)O2	1[16.7 µM]	2	3	1	-1	7	-2
COC(=O)Cn1c(=NC(=O)CCS(=O)(=O)c2ccccc2)sc2c(OC)ccc(OC)c21	3	-1	0	.	-3	.	-3
Cn1ccc2c(-c3ccc(C(=O)O)cc3)cc3c(c21)C1CCC3C1 (stereo unspecified)	-4	-6	-2	-5	.	66*	.
O=C(CC1C(=O)N(c2ccccc2)C(=S)N1c1ccccc1)c1ccc(Br)cc1 (stereo unspecified)	.	1	.	.	-3	.	-1
COC(=O)C[C@H]1CC[C@@H]2[C@@H](COc3ccc(NC(=O)c4cccs4)cc3C(=O)N2C)O1	4[16.7 µM]	.	-1	30	0	-2	.
O=C(CN1CCN(C(=O)c2ccco2)CC1)Nc1ccc(Br)cc1	2	-3	2	-13	2	7	-1
CCSc1nnc(NC(=O)c2ccccc2C)s1	.	1	.	.	2	.	2
NS(=O)(=O)OCC1CCCCC1	-4	1	-1	18	-3	-3	-5
COc1ccc(-c2c(=O)n(OCc3ccccn3)c3ccccc3[n+]2[O-])cc1OC	3	.	0	25	-6	2	.
COc1ccc(NC(=O)Nc2ccon2)cc1OC	-3	-2	-2	.	-1	.	-11
O=c1cc(CN2CCN(Cc3ccccc3)CC2)c2ccc(O)cc2o1	-5	1	-1	-8	-1	-9	-36
Cc1ccc(C)c(NC(=O)CN(C)C(=O)COc2ccc3ccccc3c2)c1	-2	-3	1	0	-1	-8	.
CC(C)(O)C#Cc1ccc(CN2CCN(C3CCCCC3)C(CCO)C2)s1 (stereo unspecified)	-5	-1	-1	4	0	-8	0
COc1cc(NC(=S)N2CCN(C(c3ccccc3)c3ccccc3)CC2)cc(OC)c1	6	.	1	.	0	.	.
COC(=O)c1ccc(CN2CCCC(C(=O)c3cc(F)ccc3OC)C2)cc1 (stereo unspecified)	-3	3	4	-5	-5	4	-45

Fetched by compound from above, 5 records:
SMILES	miR-122 sensor	ERp5 block	Cneo AK release	Statin myotox sup	ARNT TACC3 PPI	esBAF inh	SIRT5 inh
CC1CCCN(c2ccc(C(=O)NCCc3ccccc3)cn2)C1 (stereo unspecified)	13	-1	2	-111	-22	13	-6
O=C(Nc1ccc2snnc2c1)Nc1cccc2ccccc12	61	.	-3	-20	3	-4	.
CO[C@H]1CN(C)C(=O)c2cc(NC(=O)C3CCOCC3)ccc2OC[C@H](C)N(C(=O)c2ccccc2)C[C@H]1C	-15[16.7 µM]	.	.	-3	.	0	.
Cn1c(=O)[nH]c2c(nc(-c3ccc(Cl)cc3)n2C)c1=O	0	1	-1	22	-9	-2	-14
Cc1ccc(C)c(NC(=O)CN(C)C(=O)COc2ccc3ccccc3c2)c1	-2	-3	1	0	-1	-8	.

Next structures follow:
SMILES	miR-122 sensor	ERp5 block	Cneo AK release	Statin myotox sup	ARNT TACC3 PPI	esBAF inh	SIRT5 inh
O=C(CCNC(=O)c1ccc([N+](=O)[O-])cc1)NCc1ccco1	-5	-1	0	4	0	-6	-5
COc1ccc(CCNC(=O)Cn2c(=O)n(-c3ccc(C)c(F)c3)c(=O)c3sccc32)cc1OC	-3	-3	-13	16	0	4	1
CC1CCCC(C)N1/N=C/c1ccc([N+](=O)[O-])cc1 (stereo unspecified)	0	-2	0	-8	51*	15	-2
COCc1cn(CC[C@@H]2CC[C@@H](NC(=O)Nc3ccc(Cl)cc3)[C@H](CO)O2)nn1	.	0	8	-1	-12	-1	1
COC(=O)C1=C(CS(=O)(=O)c2ccc(OC)cc2)NC(=O)NC1c1ccccc1 (stereo unspecified)	-9	-2	.	3	-2	-7	-2
CCC(=O)N(Cc1cc(=O)[nH]c2ccccc12)C1CCCCC1	1	.	0	1	-2	2	.
Cc1nc2sc(C)c(C)c2c(=O)[nH]1	3	.	0	1	-1	7	.
CCCCOc1ccc2c(c1)C(=O)c1cc(O)ccc1-2	.	2	.	.	19	.	-4
COC(=O)c1ccc(C(=O)OC)c(NC(=O)CN(c2ccccc2)S(=O)(=O)N(C)C)c1	3	-8	.	1	16	-4	1
Cc1c(NC(=O)COC(=O)c2ccc[nH]c2=O)c(=O)n(-c2ccccc2)n1C	-3	3	6	.	-5	.	-4
CC(/C=N/NC(=O)CSc1ccccn1)=C\c1ccc(C(C)C)cc1	.	15	.	.	18	.	0
CN(C)C(=O)COc1ccc(Oc2ccccc2)cc1	-10	3	.	.	2	.	-1
O=C(C[C@@H]1CC[C@H]2[C@@H](COC[C@@H](O)CN2C(=O)c2ccc3c(c2)OCO3)O1)NCCN1CCCCC1	-5[16.7 µM]	-2	-1	-10	-5	1	-1
COC(=O)C(C)NC(=O)C1CCCN1C(=O)CNC(=O)OCc1ccccc1 (stereo unspecified)	.	3	-8	7	-10	-9	2
Cc1nc(/N=C(\N)NC(=O)c2ccccc2)nc2ccccc12	.	1	1	-57	-8	23	0
Cc1ccc(C)c(S(=O)(=O)N2CCN(C(=O)CCC(=O)c3cc(C)sc3C)CC2)c1	-7	-1	-17	4	1	-9	-2
CCN(C[C@H]1N[C@@](CC)(C(=O)OC)[C@H]2C(=O)N(C)C(=O)[C@@H]12)C(C)=O	.	2	0	2	-9	1	2
Cc1ccc(CCNC(=O)C2CCCN(S(=O)(=O)c3cccc4nsnc34)C2)cc1 (stereo unspecified)	1	.	1	0	-13	-3	.
Cc1cnc(CN(C)C(=O)C2CCC(=O)N(CCc3ccc(Cl)cc3)C2)[nH]1 (stereo unspecified)	2	2	0	9	.	-1	-2
CC(=O)c1c[nH]c2ccc(C)cc2c1=O	1	.	1	-7	-12	2	.
CCCn1c(=O)c2ccccc2n2c(SCCOc3ccc(OC)cc3)nnc12	-1	-5	0	-3	-2	-1	-9
COCC(=O)Nc1ccc2c(c1)[C@H]1C[C@H](CC(=O)NCCN3CCCCC3)O[C@@H](CO)[C@H]1O2	-1[16.7 µM]	0	3	4	.	5	4
Cc1ccc(S(=O)(=O)N2CCSCCSCCSCCSCC2)cc1	.	-7	.	.	-5	.	-1
